High-throughput results from PubChem.
Keap1-Nrf2 PPI – Keap1-Nrf2 protein-protein interaction inhibitors, primary screen, biochemical, fluorescence polarization, single point | Kelch-like ECH-associated protein 1 (Homo sapiens), Q14145 | Keap1 Kelch-Nrf2 peptide fluorescence polarization, 1536-well | inhibition, % at 9.4 µM | hit rate 0.15% among 340,000; in the data active means inhibition above about 12%;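 further: human Keap1 Kelch domain with fluorescein labeled Nrf2 9mer peptide probe; 0% = neutral control wells and 100% = peptide positive control; higher means more block of Keap1 binding to Nrf2 peptide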
dFosB activator – activators of delta FosB homodimer, primary screen, biochemical, fluorescence polarization, TAMRA-CDK5 oligo, single point | Protein FosB (Mus musculus), P13346 | purified delta FosB; percent of positive-control signal above neutral wells | activation, % at 25 µM | hit rate 0.99% among 340,000;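 active means mean activation above about 17%, with every replicate also reaching it, limit read from the data, passing the limit was not always enough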;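 further: fluorescence polarization rise as delta FosB binds a TAMRA Cdk5 AP-1 oligo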
Target sequence (P13346 whole entry, looked up): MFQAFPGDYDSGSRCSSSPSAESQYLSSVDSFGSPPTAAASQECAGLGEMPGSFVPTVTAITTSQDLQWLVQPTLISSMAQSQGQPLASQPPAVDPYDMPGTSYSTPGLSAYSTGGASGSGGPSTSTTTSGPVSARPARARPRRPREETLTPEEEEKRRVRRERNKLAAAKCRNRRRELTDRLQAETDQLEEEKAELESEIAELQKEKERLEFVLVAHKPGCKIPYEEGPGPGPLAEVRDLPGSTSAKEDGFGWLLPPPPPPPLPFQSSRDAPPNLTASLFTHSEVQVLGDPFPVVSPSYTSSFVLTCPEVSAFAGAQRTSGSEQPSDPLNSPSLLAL
LANA DNA inh – inhibitors of KSHV C-LANA binding to DNA, primary screen, biochemical, fluorescence polarization, FAM-LBS DNA, MBP-C-LANA, single point. inhibition, % at 9 µM. hit rate 0.078% among 340,000. Kaposi's sarcoma herpesvirus LANA C-terminal domain (residues 932-1162) DNA binding;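 active means highest replicate inhibition at or above 60% at 9 µM, even if other replicates fall short; inactive means all replicates below 60% inhibition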;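 further: 0% = neutral control wells and 100% = 4 µM acridine orange control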
RTF Ca sens act – cardiac RTF calcium sensitivity activators, primary screen, biochemical, IANBD-TnC fluorescence, EC20 calcium | Troponin I, cardiac muscle (Homo sapiens) + Troponin T, cardiac muscle (Homo sapiens) + … | IANBD-labeled TnC RTF fluorescence at EC20 calcium; 0% EC20 calcium, 100% full calcium | activation, % at 7.2 µM | hit rate 0.24% among 340,000;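 active means activation above the mean over all tested compounds plus 3 SD, cut at about 30% in these data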;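 further: rise in fluorescence read as greater calcium sensitivity of cardiac thin filaments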
RTF Ca sens inh – cardiac RTF calcium sensitivity inhibitors, primary screen, biochemical, IANBD-TnC fluorescence, EC70 calcium; Troponin I, cardiac muscle (Homo sapiens) + Troponin T, cardiac muscle (Homo sapiens) + …; IANBD-labeled cardiac RTF, Ca2+ fluorescence; inhibition, % at 7.15 µM; hit rate 0.12% among 340,000; AID 493244, 2011;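 active means inhibition above the mean inhibition of all tested compounds plus 3 SD, cut at about 17% in these data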;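 further: assay run at fixed EC70 calcium of 1.6 mM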
PfHsp90 yeast 2 – growth inhibition of PfHsp90-expressing yeast, primary screen, antimalarial PfHsp90 inhibitor project, S. cerevisiae, BacTiter-Glo luminescence, single point, set 2. BacTiter-Glo ATP, 48 h; yeast lacking PDR1 and PDR3 efflux regulators. inhibition, % at 9.4 µM. hit rate 0.32% among 310,000. AID 504621, 2011;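 active means every replicate shows inhibition above about 80%, whatever the replicate mean, limit read from the data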;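 further: 0% = DMSO neutral controls and 100% = 20 µM radicicol positive controls; yeast relying on Plasmodium falciparum Hsp90 in place of its own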
NSD2 inh – NSD2 histone methyltransferase inhibitors, primary screen, biochemical, AlphaScreen, single concentration, set 2; NSD2 peptide methylation, 120 min; inhibition, % at 12.5 µM; hit rate 0.54% among 310,000; AID 743445, 2014; in the data active means inhibition above about 50%
CDK5 p35 inh – inhibitors of human CDK5/p35 kinase, primary screen, biochemical, single concentration; Cyclin-dependent kinase 5 (Homo sapiens) + Cyclin-dependent kinase 5 activator 1 (Homo …; Recombinant CDK5/p35, ADP-Glo luminescence, 60 min; inhibition, % at 10 µM; hit rate 0.01% among 330,000; AID 488839, 2010;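 active means highest replicate inhibition of at least 50% and at least 75% of replicates reaching 50%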;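 further: plate controls were DMSO neutral control for no effect and GW8510 at 10 µM for full effect; many of its hits are not listed in these tables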
PvdQ inh – P. aeruginosa PvdQ acylase inhibitors, primary screen, biochemical, fluorescence, plate reader and imaging, single point; hit rate 0.063% among 340,000; inhibition, % at 10 µM; PvdQ acylase [Pseudomonas aeruginosa LESB58]; purified PvdQ acylase; AID 488965, 2010; in the data active means inhibition above about 30%, passing the limit was not always enough;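 further: 0% = vehicle neutral wells and 100% = reference inhibitor wells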
SUMO Mot1 rescue – yeast Mot1-301 growth rescue at high temperature, primary screen, SUMOylation pathway inhibitor project, S. cerevisiae, ATP luminescence, 38.5C; hit rate 1% among 320,000; growth rescue, % at 18.8 µM; S. cerevisiae Mot1-301 growth rescue; percent above DMSO median, 100 means doubled; AID 2716, 2010;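 active means every valid replicate shows activation above 250% relative to neutral control wells; inactive means the rest, any valid replicate at or below 250%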;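 further: OY570 slx delta 5 strain wells were the positive control but not used for scaling; some compounds called inactive have numbers as strong as hits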
Rtt109 Vps75 – inhibitors of C. albicans Rtt109/Vps75 HAT, primary screen, biochemical, ThioGlo CoA-SH fluorescence, plate reader | Histone acetyltransferase RTT109 (Candida albicans (strain SC5314 / ATCC MYA-2876)), … | AID 540336, 2011 | hit rate 0.16% among 330,000 | purified Rtt109/Vps75, 4 h | inhibition, % at 34.9 µM;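 active means inhibition of at least 50% in every replicate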
Target sequence (Q5AAJ8 whole entry, looked up): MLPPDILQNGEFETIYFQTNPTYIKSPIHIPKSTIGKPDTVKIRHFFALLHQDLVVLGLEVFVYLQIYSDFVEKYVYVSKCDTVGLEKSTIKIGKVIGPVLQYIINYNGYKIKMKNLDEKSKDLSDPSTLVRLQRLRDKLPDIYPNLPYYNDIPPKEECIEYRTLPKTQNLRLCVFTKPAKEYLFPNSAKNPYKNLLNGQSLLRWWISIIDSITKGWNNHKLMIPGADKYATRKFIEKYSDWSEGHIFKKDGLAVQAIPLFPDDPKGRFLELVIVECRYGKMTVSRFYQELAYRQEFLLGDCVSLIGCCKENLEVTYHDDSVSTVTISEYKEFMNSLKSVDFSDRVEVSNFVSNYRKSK
* = called active by the depositor; nt = no result given.

item	Structure	Keap1-Nrf2 PPI	dFosB activator	LANA DNA inh	RTF Ca sens act	RTF Ca sens inh	PfHsp90 yeast 2	NSD2 inh	CDK5 p35 inh	PvdQ inh	SUMO Mot1 rescue	Rtt109 Vps75
1	O=C(Cn1nc(C(F)(F)F)c2c1CCCC2)NC1CCCC1	-1	4	-0.3	-3	-5	5	-2	0.7	-9	-3	-6
2	COC(=O)c1cccc(NC(=O)CN2CCC(NC(=O)c3cc(OC)c(OC)c(OC)c3)CC2)c1	-4	-13	0.0	-1	-6	-8	1	-0.1	-13	-9	-34
3	CCCCCCn1c(CN2CCN(CCO)CC2)nc2c1c(=O)n(C)c(=O)n2C	-1	-6	-1.0	5	0	-26	nt	0.9	-6	3	3
4	Cc1ccccc1NC(=S)N1CCCCCC1	-5	1	-0.2	4	-3	2	0	0.5	-18	61	0
5	CCOC(=O)c1ccc(NC(=O)c2cn(CCC#N)nc2-c2ccc3c(c2)OCCO3)cc1	1	-11	1.0	5	4	11	-1	-0.4	-16	-10	20
6	Cc1ccc(CS(=O)(=O)CCC(=O)NCCCN2CCCC2)cc1	-4	0	0.6	-4	3	-11	1	6.7	10	-2	-1
7	Cc1ccc2occ(/C=N/NC(=O)[C@@H](N)Cc3ccccc3)c(=O)c2c1	2	-1	0.7	-3	0	1	2	2.2	-11	13	7
8	Cc1ccc(NC(=O)c2cccc(NC(=O)CC3SC(N4CCCCC4)=NC3=O)c2)nc1 (centres undefined)	0	-13	1.7	0	-14	4	-1	3.2	-16	2	2
9	CCCOc1ccccc1OCC(=O)N1CCN(S(=O)(=O)c2ccc(Cl)cc2)CC1	4	4	0.7	1	-2	-14	0	0.8	6	20	5
10	O=C(CSc1ncnc2ccccc12)NCC(=O)c1ccccc1	-1	-3	1.9	-8	-4	nt	5	2.0	-8	11	-15
11	CCOc1ccc(NC(=O)CN(C)C(=O)c2ccncc2)cc1OCC	-2	3	2.1	4	1	23	2	-1.1	-5	-3	-4
12	CCCCn1c(N)c(N(CC(C)C)C(=O)CSc2ccc([N+](=O)[O-])cc2)c(=O)[nH]c1=O	1	4	2.0	-10	-12	-8	1	2.6	8	9	-5
13	O=C(NC1CCCCC1)Oc1cc2oc(=O)sc2cc1Br	-16	-3	-0.4	-2	-4	-2	-4	-1.2	-17	350	59*
14	NC(=O)c1ccsc1NC(=O)C1CCCCC1	-3	1	0.9	2	-10	-9	nt	-5.7	-10	-4	1
15	C=CC(C)(O)CCCC(C)CCCC(C)CCCC(C)C (centres undefined)	0	-1	-0.3	0	3	7	nt	-2.4	-12	222	12
16	COc1ccc(NC(=O)c2oc3ccccc3c2C)c(OC)c1	-5	-2	-1.5	-4	3	nt	-5	0.9	-8	15	-2
17	OCC(Cc1ccc2c(c1)OCO2)C(CO)Cc1ccc2c(c1)OCO2 (centres undefined)	0	3	0.0	-2	1	-17	nt	-1.8	-9	-5	-2
18	C/C(=N\NC(=O)Cc1c(Cl)cccc1Cl)c1cccnc1	-5	-8	0.5	-1	-3	-20	-2	0.1	-13	-12	0
19	c1ccc2nc3c(ccc4ccccc43)cc2c1	-3	-23	1.1	-1	-5	nt	-5	-0.1	0	nt	11
20	CCOc1ccccc1NC(=O)CSc1nnc(Cc2cccn2C)n1-c1ccc(F)cc1	-2	-5	-1.1	5	-9	-10	nt	-0.3	0	-10	14
21	CCc1cc(C(=O)O)c(NC(=O)/C=C/c2ccc(OC)c(OC)c2)s1	-3	1	-0.7	0	4	-12	4	-3.5	-11	1	10
22	COc1ccc(N2CCOCC2)c(NC(=O)c2ccc(Br)o2)c1	-2	-11	-0.8	0	-3	20	1	0.9	-19	-16	-4
23	CCOc1ccc(CCNC(=O)C2CC(=O)N(CCc3ccc(OC)c(OC)c3)C2)cc1OCC (centres undefined)	-7	-4	-9.1	-5	-21	-17	0	0.3	13	-24	4
24	O=S(=O)(NCc1ccc(F)cc1)c1ccc(Br)cc1Br	-3	-13	0.9	-2	0	nt	nt	-0.1	-7	5	10
25	Cc1ccc(S(=O)(=O)NCC(=O)NNC(=O)c2ccc(Br)cc2)cc1C	-4	-8	3.4	6	2	-5	-6	0.4	-18	0	-1
26	Cc1nc2ccc(S(=O)(=O)N(C)CC(=O)Nc3ccccc3F)cc2s1	0	0	1.2	-2	-1	-12	-2	0.4	-14	-1	-2
27	N#Cc1cnc(Oc2ccc(Cl)cc2)nc1N	-1	4	-1.4	-2	-12	-11	-5	1.4	-11	229	-5
28	CCOC(=O)C1(CC)NC(c2ccco2)C2C(=O)N(CC)C(=O)C21 (centres undefined)	-2	0	1.3	10	-15	nt	-5	0.2	12	nt	19
29	COc1ccc(CC(=O)OCC(=O)Nc2ccc3[nH]c(=O)[nH]c3c2)cc1	-4	0	-0.2	3	-3	-4	nt	1.6	-16	-13	-5
30	CN(C)CCCN1C(=O)C(=O)/C(=C(/O)c2ccncc2)C1c1cccc(Br)c1 (centres undefined)	-2	1	-1.5	-5	1	3	4	0.4	19	60	9
31	CCc1ccccc1NC(=O)c1ccc2nc(N3CCOCC3)sc2c1	-4	-6	-0.6	0	-13	-1	nt	0.1	12	5	3
32	O=C(Cn1cccc1C(=O)c1ccccc1)NCc1cccs1	-1	-6	-0.2	6	-6	-12	0	1.3	-6	6	10
33	CC1CN(S(=O)(=O)c2cccc(C(=O)NCc3ccccn3)c2)CC(C)O1 (centres undefined)	0	-5	-1.6	2	0	-4	-1	1.0	-9	-9	-1
34	CCOC(=O)c1nnn(-c2nonc2N)c1CN(CC)c1ccccc1	-3	5	-2.0	2	-8	-1	2	1.4	-22	5	-4
35	CNCCc1ccccn1	-8	-2	0.3	2	4	8	nt	1.4	-7	-25	0
36	O=C(NCc1ccc(F)cc1)C1CCN(S(=O)(=O)c2ccc3c(c2)OCCCO3)CC1	0	2	-1.1	3	11	nt	-4	0.7	3	4	-4
37	CCC(C)c1ccccc1N1CC(C(=O)Nc2ccc(S(=O)(=O)N3CCOCC3)cc2)CC1=O (centres undefined)	6	-10	-2.0	-4	-2	-17	0	-1.7	8	-17	18
38	CC(C)c1nccn1S(=O)(=O)c1cccc([N+](=O)[O-])c1	2	1	1.0	-3	-8	20	0	0.5	0	-19	-2
39	COC(=O)c1sccc1NC(=O)CC1C(=O)NCCN1C(=O)c1c(F)cccc1Cl (centres undefined)	-5	-2	-1.0	1	-4	-2	-3	-0.3	-12	-1	9
40	CCOc1cc(/C=N/NC(=O)CSc2nncn2C)ccc1OC(=O)c1ccc(Cl)cc1	3	-3	0.9	-2	11	-24	0	-1.5	-7	4	-1
41	Brc1cccc(CN2CCCCCC2)c1	4	5	1.2	-3	-1	-8	8	-1.1	-4	-15	-7
42	C=CCN1CC(c2nc3ccccc3n2Cc2ccccc2)CC1=O (centres undefined)	-1	-2	-1.5	-4	-8	nt	2	-1.9	-12	8	6
43	O=C(Cc1cccs1)N[C@@H]1c2ccccc2CC[C@@H]1OCc1ccccc1	-3	6	-0.5	-1	-2	3	nt	0.7	-6	nt	-4
44	CSc1ccc(CCCCCCOC(=O)C(C)(C)C)cc1	-3	-15	-0.2	0	-1	13	nt	0.2	-11	-2	1
45	O=C(Nc1cccc(Cl)c1)Nc1nccs1	0	-7	0.1	3	-10	-19	-1	1.1	-14	-8	6
46	COc1ccc2c(c1)OC[C@H]1[C@H]2N2C(=O)c3cc(Br)ccc3NC(=O)[C@@]2(C)[C@H]1c1ccccc1	2	-6	0.0	2	2	102*	nt	2.2	-15	468*	-6
47	COc1ccc(CC(C)Nc2cccc(SC)c2)cc1 (centres undefined)	-3	8	-0.1	-3	1	-17	0	1.2	-12	-3	-3
48	O=C(COc1coc(CN2CCN(c3ccccc3)CC2)cc1=O)NC1CCCCC1	3	-4	1.0	-4	2	7	0	2.5	2	nt	41
49	Cc1cc(C)c2c(c1)cc(C)c1nnc(SCC(=O)Nc3ccc(S(=O)(=O)N4CCCCC4)cc3)n12	-5	-11	3.0	7	-2	-29	-2	-0.6	-11	2	-1
50	Cc1cc2c(c(=O)n1CCN(C)C)C(c1ccc(Br)cc1)C(C#N)=C(N)O2 (centres undefined)	-3	-1	-1.1	2	-1	-12	0	-0.1	-14	6	5
